Nrf2 block = inhibitors of Nrf2 signaling. A549 ARE-Fluc reporter, luciferase luminescence, 18-24 h. Potency, µM (titrated, usually from 46 µM), for inactives: at the top dose activity change, negative = inhibition, actives largely listed as inhibitors. 360,000 tested, 2.1% active; also: potency is read from the fitted curve at half-maximal effect; % is scaled to controls: 0 for no effect and ±100 for the full control effect; nearly all actives have a fitted effect of over 60% in size
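Two sequential reads on A549 ARE_Fluc cells exposed to compound for 18-24 h: a CellTiter-Fluor fluorescence read for viability, then a luciferase luminescence read for Nrf2/ARE activity.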
IL-2 act = activates IL-2 in a cell-based reporter assay. activation, % (series mostly up to about 46 µM). AID 652025. 360,000 tested, 0.065% active. IL-2 activation reporter assay, cell-based qHTS; stimulated with anti-CD3/CD4/CD28 beads; in transgenic mouse T cells; in the data active = activation above about 50%; inconclusive = mostly about 30% to 49%; also: 0% is about no effect
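Unstimulated transgenic mouse T cells preincubated 60 min with compound, then stimulated with anti-CD3/anti-CD4-coated beads plus anti-CD28 for 18 h at 37 degrees C. IL-2 response read as EGFP and DsRed fluorescence by plate cytometry.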
HepG2 viability = kills HepG2 cells in TGF-b inhibitor counter-screen; HepG2 CAGA-GFP viability, ATP luminescence, 18 h; Potency, µM (top dose mostly 46.1 µM), inactives show top-dose activity change, negative = cytotoxicity, actives largely listed as cytotoxic; 410,000 tested, 0.76% active; also: potency is read from the fitted curve at half-maximal effect; some results filed as inactive show a strong effect at the top dose
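HepG2 CAGA-GFP cells (1000/well, DMEM with 1% FBS) received compound, then TGF-beta at 500 pg/mL final, and were incubated 18 hours at 37 degrees C. Viability was read by CellTiter-Glo luminescence. Media-only wells were set as complete cell-killing and DMSO as no toxicity.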
ATXN2 expr inh = ATXN2 expression inhibition. HEK-293 ATXN2-luciferase reporter, luminescence, 24 h. Potency, µM (highest dose often 57 µM), without a hit: at the highest dose activity change, negative = inhibition, actives largely listed as inhibitors. 360,000 tested, 0.72% active. AID 1745845; also: potency is read from the fitted curve at half-maximal effect; % is scaled to controls: 0 for no effect and ±100 for the full control effect; nearly all actives have a fitted effect of over 55% in size
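ATXN2-luciferase reporter cells (luciferase flanked by upstream and downstream ATXN2 gene portions) were treated 24 h at 37 °C with compounds at up to 57 uM. SteadyGlo luminescence gave expression; GF-AFC fluorescence gave viability.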
S2 tox = reduces viability in counter-screen for ATXN expression inhibitors; S2 cells (HEK-293 line with an ATXN2-luciferase reporter) viability, CellTiter-Fluor protease fluorescence, 24 h; Potency, µM (doses to about 56.7 µM), usual class: cytotoxic; 400,000 tested, 0.49% active; AID 651635; also: potency is read from the fitted curve at half-maximal effect; nearly all actives have a fitted effect of over 40% in size
Nrf2 activator = activates Nrf2 signaling. AREc32 ARE-luciferase reporter (MCF7-derived line), luminescence, 24 h. Potency, µM (titrated, usually from 46.1 µM), without a hit: at the highest dose activation, hits mostly activators. 410,000 tested, 0.31% active; also: potency is read from the fitted curve at half-maximal effect; % of control where 0% means no effect; nearly all actives have a fitted effect of over 65% in size
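Steps: seed AREc32_Fluc cells (1000/well, 5% FBS OPTI-MEM); incubate overnight at 37 deg C; add 23 nL compound; incubate 24 hr; add Steady-Glo; hold 30 min RT; read luminescence.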
TGFb SMAD3 inh = TGF-b pathway inhibition | Potency, µM (highest dose often 46.1 µM), for inactives: at the highest dose activity, negative = inhibition, usual class: inhibitors | HepG2 CAGA-GFP TGF-b/SMAD3 reporter, GFP fluorescence, 18 h; TGF-beta stimulated, 500 pg/mL final | 410,000 tested, 1.2% active; also: potency is read from the fitted curve at half-maximal effect; % is scaled to controls: 0 for no effect and ±100 for the full control effect; nearly all actives have a fitted effect of over 65% in size
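Read-out: total well GFP (ex488/em500-530) summed from mean per-cell fluorescence. Cells: HEPG2 CAGA-GFP, 1% FBS DMEM, 18 h at 37 degrees C with 500 pg/mL final TGF-beta. Unstimulated wells served as the full-inhibition control; stimulated DMSO wells = 0%.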
EPAC2 agonist = EPAC2 (human) agonism | Q8WZA2 | EPAC2 activation, biochemical qHTS; response scale: 100% = 6.5 mM cAMP response | Potency, µM (titrated, usually from 154 µM), without a hit: at the top dose activation, usual class: activators | 360,000 tested, 0.079% active | AID 720711; also: potency is read from the fitted curve at half-maximal effect; nearly all actives have a fitted effect of over 50% in size
Target sequence (Q8WZA2 whole entry, looked up): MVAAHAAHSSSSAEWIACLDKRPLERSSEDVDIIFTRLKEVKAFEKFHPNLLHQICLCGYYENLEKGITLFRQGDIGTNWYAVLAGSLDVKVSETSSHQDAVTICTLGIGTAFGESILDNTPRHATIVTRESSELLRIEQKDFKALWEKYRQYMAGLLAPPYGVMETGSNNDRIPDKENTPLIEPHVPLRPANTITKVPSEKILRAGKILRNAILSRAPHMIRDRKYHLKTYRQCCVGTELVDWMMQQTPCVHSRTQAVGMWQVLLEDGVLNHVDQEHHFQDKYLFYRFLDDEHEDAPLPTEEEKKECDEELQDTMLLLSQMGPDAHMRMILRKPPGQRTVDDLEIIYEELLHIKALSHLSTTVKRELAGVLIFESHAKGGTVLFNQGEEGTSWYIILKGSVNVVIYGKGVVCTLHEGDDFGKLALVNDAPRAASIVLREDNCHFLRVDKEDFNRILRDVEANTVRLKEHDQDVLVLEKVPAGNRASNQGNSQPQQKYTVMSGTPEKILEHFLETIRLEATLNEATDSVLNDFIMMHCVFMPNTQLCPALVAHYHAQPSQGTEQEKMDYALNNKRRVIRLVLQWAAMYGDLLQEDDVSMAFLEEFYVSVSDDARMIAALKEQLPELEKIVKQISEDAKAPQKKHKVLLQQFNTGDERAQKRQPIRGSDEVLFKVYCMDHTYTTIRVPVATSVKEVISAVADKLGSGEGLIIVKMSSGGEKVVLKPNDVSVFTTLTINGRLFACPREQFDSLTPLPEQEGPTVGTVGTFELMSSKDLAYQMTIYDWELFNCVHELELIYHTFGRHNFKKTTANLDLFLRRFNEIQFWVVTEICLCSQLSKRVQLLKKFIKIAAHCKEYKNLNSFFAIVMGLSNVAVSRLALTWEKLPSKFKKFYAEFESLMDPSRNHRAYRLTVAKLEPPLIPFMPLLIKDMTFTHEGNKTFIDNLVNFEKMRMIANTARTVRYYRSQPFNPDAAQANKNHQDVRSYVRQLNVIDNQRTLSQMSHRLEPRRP
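Guanine nucleotide exchange by EPAC2 is measured as reduced fluorescence of BODIPY-GDP once it is released from 250 nM Rap1B. Plates are read kinetically for 30 min at room temperature; results are scaled to 6.5 mM cAMP.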
A549 tox = kills or reduces viability of A549 cells in Nrf2 counter-screen; A549 ARE-Fluc cells, CellTiter-Fluor viability, 18-24 h; Potency, µM (series often up to 46 µM), for the others: at the highest dose activity change, negative = cytotoxicity, hits mostly inhibitors; 390,000 tested, 0.16% active; AID 504648; also: potency is read from the fitted curve at half-maximal effect; % is scaled to controls: 0 for no effect and ±100 for the full control effect
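A549 ARE_Fluc cells in 5% FBS OPTI-MEM were exposed to compounds in concentration-response for 18-24 h at 37 deg C. Viability was read by CellTiter-Fluor fluorescence (Ex 405/Em 525) after 30 min, before the luciferase read.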
* hit, by the source's call; i = inactive; u = inconclusive; x = not tested or not shown; [ ] = dose if it differs, or a comment. Unless noted, calls follow the shape of the dose curve; as a rule, active = well fitted curve in the direction sought with a large enough effect; inconclusive = small, poorly fitted or top-dose-only effect, or another doubt; inactive = no such curve, though single readings can be large; an effect the other way counts as inactive or inconclusive. Outcome played no part in choosing rows, and some 4.3% of all compounds hit somewhere here.

SMILES,Nrf2 block,IL-2 act,HepG2 viability,ATXN2 expr inh,S2 tox,Nrf2 activator,TGFb SMAD3 inh,EPAC2 agonist,A549 tox
O=C(Nc1ccc(Cl)cc1[N+](=O)[O-])c1ccc2c(c1)OCCO2,u,0.2,-57%,16%,i,3.8%,6%,1%,u
CCCC(=O)Nc1cc(-c2nnc3c4ccccc4c(C)nn23)ccc1C,4%,x,-9%,x,x,7.9%,-6%,x,-3%
COC(=O)[C@H](C)NC(=O)NCc1ccc(S(N)(=O)=O)cc1,-7%,-1.4,-2%,-5%,i,-0.7%,-10%,8%,1%
N#Cc1ccc(OCC(=O)NCC(c2cccs2)N2CCOCC2)cc1 (stereo not drawn),-5%,0.4,-13%,2%,i,1.9%,2%,1%,13%
CC1=CC(=O)CC2C1(C)CCC(C)C2(C)CCC(C)CC(=O)O (stereo not drawn),3%,0.6,-9%,5%,i,0.5%,-24%,-1%,6%
O=C(NC1CC1)c1nc(Cn2cc([N+](=O)[O-])cn2)no1,3%,-0.4,-2%,x,i,2.9%,14%,9%,-9%
CCOc1ccc(C(=O)NCCCN(CC)CC)cc1,6%,-2.9,-19%,-1%,u,-0.1%,1%,-1%,-3%[1.84 µM]
CCOC(=O)COc1ccc(S(=O)(=O)N2CCN(c3ccccc3F)CC2)cc1,-18%,-1.2,0%,-12%,i,1.8%,3%,24%,-19%
COc1ccccc1OCC(=O)Nc1ccccc1C(=O)N1CCCCC1,-9%,-5.1,-22%,-10%,i,0.0%,15%,-3%,12%
CCC(=O)Nc1ccccc1-c1nnn(CC(=O)N2c3ccccc3CC2C)n1 (stereo not drawn),-14%,-0.6,-5%,-3%,i,-0.1%,-1%,16%,13%
Cc1nc2ccc(S(=O)(=O)NCC(=O)N3CCOCC3)cc2s1,4%,-0.1,-6%,-16%,i,1.8%,14%,-7%,-2%
Cc1nccn1CC(=O)c1ccccc1,x,-3.5,-7%,x,i,-0.4%,0%,2%,x
CC(=O)NC1C(=O)Nc2c(C)cc(C)cc21 (stereo not drawn),-7%,0.0,-3%,-6%,i,0.8%,-6%,1%,-9%
CCOC(=O)N1CCN(C(=O)COC(=O)c2cc(C)ccc2C)CC1,0%,-0.6,3%,1%,i,-0.2%,2%,10%,1%
COc1ccccc1NC(=S)N1CCN(c2ccc(F)cc2)CC1,-10%,-1.9,-5%,x,i,2.3%,-8%,2%,u
O=C(O)C(=Cc1cccc([N+](=O)[O-])c1)c1ccccc1,x,0.6,-8%,x,i,-1.6%,5%,12%,x
COc1ccccc1N1CCN(c2nc(N)c(C#N)c(CC#N)c2C#N)CC1,-30%,0.3,-2%,-8%,i,4.4%,24%,-343%[inhibitor][15.6 µM],1%
CCOC(=O)CSc1nnc(NC(=O)c2ccc3c(c2)OCO3)s1,u,-2.7,-33%,-19%,i,-1.1%,-46%,12%,8%
O=c1[nH]n2cc(-n3cc([N+](=O)[O-])cn3)cnc2c1Br,3%,0.1,12%,x,i,-0.8%,1%,4%,-10%
CCCCc1nc2cc(C(=O)N3CCC(OCCOC)CC3)ccc2o1,u,-0.6,-10%,37%,i,0.7%,-7%,4%,3%
CC(C)=CCC1=C(OCC(=O)O)C(=O)c2ccccc2C1=O,-12%,1.7,11µM*,x,u,-3.6%,14µM*,23%,-9%
Cc1ccccc1C(=O)Oc1cc(N)n(S(=O)(=O)c2ccccc2)n1,7.3µM*,-2.0,-8%,3%,i,-1.1%,-12%,11%,-3%
COc1ccc(C(=O)c2c3ccc(C(F)(F)F)cc3[n+]([O-])n2CCCC(N)=O)cc1,4%,0.9,-4%,11%,i,2.7%,-8%,1%,-15%
CCOC(=O)c1ccc(NC(=O)C23CCC(C)(C(=O)O2)C3(C)C)cc1 (stereo not drawn),u,-1.0,-13%,60%[activator],i,1.8%,12%,-1%,11%
CCOc1ccc2[nH]c(=O)c(C(c3nnnn3CC3CCCO3)N3CCc4ccccc4C3)cc2c1 (stereo not drawn),-17%,0.8,-3%,5%,i,4.6%,-9%,1%,-2%
CCCCCN(C(=O)CCC(=O)OCCOc1ccc(OC)cc1)c1c(N)n(CCCC)c(=O)[nH]c1=O,-16%,-3.9,-38%,-9%,i,0.0%,-4%,-13%,-1%
Cc1cc(N=Nc2ccc(Cl)cc2)cc(CN2CCCC2)c1O,-2%,0.0,-33%,-38%,u,7.7%,0%,12%,-8%
O=C(c1ccc(-c2ccccc2)c(F)c1)C1CCCN(CCCn2cccn2)C1 (stereo not drawn),-15%,-3.9,-38%,u,i,2.3%,u,8%,3%
CCN(CC(=O)Nc1cc(Cl)ccc1C)C(=O)C1CC(=O)N(Cc2ccccc2)C1 (stereo not drawn),-3%,0.3,-7%,-3%,i,0.1%,-12%,12%,6%
O=C(NCC1COc2ccccc2O1)c1ccc(F)c(S(=O)(=O)N2CCOCC2)c1 (stereo not drawn),-15%,-4.5,1%,-11%,i,3.8%,-4%,12%,0%
Cc1cc(Br)cc(C)c1OCC(=O)NNC(=O)c1cccs1,-6%,0.4,-7%,7%,i,2.4%,-1%,2%,1%
COc1ccc(C(=O)Nc2ccccc2)cc1NC(=O)c1cccs1,0%,-1.9,-16%,10%,i,-0.2%,3%,8%,-3%
O=C(COc1cccc(C(F)(F)F)c1)NCCCN1CCCC1=O,x,-1.9,1%,0%,i,-0.1%,14%,4%,13%
CCCCn1c(/N=C/c2ccc3c(c2)OCO3)nc2ccccc21,-8%,-1.7,-8%,-9%,i,-0.6%,-2%,3%,3%
C=CCSc1nc2c(c(C3CC=CCC3)c1C#N)CCC2 (stereo not drawn),9%,-3.7,-1%,-6%,i,-0.6%,-20%,-7%,2%
c1ccc(-c2nnc3sc(CN4CCc5ccccc54)cn23)cc1,7%,-0.1,-6%,-10%,i,-0.2%,-3%,0%,-8%
Cc1nc(C(F)(F)F)ccc1C(=O)N1CCC1(C)C(=O)NS(=O)(=O)c1ccc(Cl)cc1 (stereo not drawn),x,1.4,-8%,-1%,i,0.7%,2%,3%,x
CCOc1cc(N2CCOCC2)c(OCC)cc1NC(=O)c1[nH]c(C)c(C(C)=O)c1C,u,-0.8,-7%,x,u,0.4%,4%,-6%,23%
Cc1cc(NC(=O)c2ccccc2)ncc1NC(=O)c1ccco1,4%,-0.8,-68%,-6%,i,0.0%,-11%,8%,-3%
Cc1ccc(S(=O)(=O)N2c3ccccc3-c3c(ssc3=S)C2(C)C)cc1,-10%,-4.0,-4%,u,i,-0.5%,u,14%,-22%
Cc1ccc(NC(=O)c2ccc3c(=O)n4c(nc3c2)CCC4)cc1S(=O)(=O)N(C)C,-9%,-3.5,-11%,3%,i,0.4%,-1%,-2%,0%
COc1ccc(CC(=O)NCC2CCCN(Cc3cccc(C(F)(F)F)c3)C2)cc1 (stereo not drawn),-1%,-0.9,3%,-6%,i,4.7%,0%,-7%,1%
CC(=O)Nc1cc(C(=O)N2CCN(C)CC2)ccc1Sc1ccc(C)cc1,x,-0.5,9%,8%,i,0.4%,u,-15%,0%
CCc1ccc2oc(-c3ccc(OC)cc3)cc(=Nc3c(C)n(C)n(-c4ccccc4)c3=O)c2c1,u,-0.9,-53%,u,u,-0.1%,u,8%,-20%
Cc1c(Cl)cccc1-c1ccc(/C=N/n2cnnc2)o1,-12%,0.0,-1%,4%,i,2.4%,0%,1%,-5%
CCCn1c(=N)c(C(=O)NC2CCCC2)cc2c(=O)n3cc(C)ccc3nc21,12%,x,4%,12%,i,-1.2%,0%,x,1%
CCOC(=O)C1CCN(C(=O)CN2C(=O)c3cccnc3Oc3ccccc32)CC1,-3%,-1.2,-7%,-4%,i,-0.5%,-6%,12%,0%
CN1CCCN(C(=O)CNC(=O)c2ccc(Cl)cc2Cl)CC1,u,0.0,14%,-8%,i,0.2%,9%,-1%,-5%
O=C(NCCOc1ccccc1F)c1cc([N+](=O)[O-])ccc1N1CCOCC1,1%,-1.9,-6%,-23%,u,-1.9%,0%,2%,u
Cn1c(=O)c2c(nc(Oc3ccc4c(c3)OCO4)n2Cc2ccc(Br)cc2)n(C)c1=O,-2%,-5.6,3%,-14%,i,0.3%,2%,-3%,1%

Following part:
SMILES,Nrf2 block,IL-2 act,HepG2 viability,ATXN2 expr inh,S2 tox,Nrf2 activator,TGFb SMAD3 inh,EPAC2 agonist,A549 tox
Cc1nc2cc(Nc3nnc(-c4ccccc4)c4ccccc34)ccc2n1C,5%,1.7,-28%,69%[activator],i,-0.7%,u,3%,-8%
Cc1ccc(-c2noc(/C=C/c3ccccc3)n2)cc1,u,-3.4,-28%,51%[activator],i,7.9%,6%,12%,10%[1.84 µM]
NC(=O)c1ccc(NC(=O)CN2CCN(S(=O)(=O)c3ccc4c(c3)OCCO4)CC2)cc1,u,-0.6,-15%,7%,i,0.3%,8%,7%,4%
CCC1Oc2ccccc2N(CC(=O)NC2CCCCC2C)C1=O (stereo not drawn),7%,-0.7,3%,3%,i,0.0%,2%,1%,-7%
CCCCN(CC)C(=O)Cn1nc(Cc2ccncc2)c2ccccc2c1=O,-14%,-2.2,-1%,-4%,i,-0.1%,-12%,1%,-6%

Three of the entries above in order of their number in IL-2 act, descending:
Molecule	IL-2 act
Cc1nc2cc(Nc3nnc(-c4ccccc4)c4ccccc34)ccc2n1C	1.7
NC(=O)c1ccc(NC(=O)CN2CCN(S(=O)(=O)c3ccc4c(c3)OCCO4)CC2)cc1	-0.6
CCC1Oc2ccccc2N(CC(=O)NC2CCCCC2C)C1=O (stereo not drawn)	-0.7

Source: PubChem
